NS3h inh CB – blocks HCV NS3 helicase binding to DNA | NS3h Cy5-dT15 DNA binding, fluorescence polarization | AID 687043 | inhibition, % at 100 µM | 16,000 compounds, 1.6% hits;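 active = inhibition above the average over every tested compound plus 3 SD, cut at about 40% in these data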
Cy5 interf NS3h – counter-screen for HCV NS3 helicase inhibitors: fluorescence interference; 16,000 compounds, 6% hits; AID 720488; fluorescence interference ratio at 100 µM; Cy5-dT15 DNA with NS3h; actives lie on both sides; signal over control mean, under 1 quenches;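 active = compound fluorescence over control fluorescence at most 0.8, a quencher, or at least a set upper limit, an enhancer; inactive = ratio between 0.8 and the set upper limit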
Numbers without * were called inactive.

Molecule,Cy5 interf NS3h,NS3h inh CB
O=C(O)c1ccc(/C=C2\SC(=S)N(C(Cc3ccccc3)C(=O)O)C2=O)cc1 (centres undefined),0.81,16
COc1ccccc1CN1CCN(Cc2ccc3ccccc3c2)CC1,1,-3
COc1ccc(CN2CCN(Cc3cccc([N+](=O)[O-])c3)CC2)c(OC)c1OC,1,-5
CCCCOc1ccc(C2NC(=O)NC(C)=C2C(=O)OCC)cc1 (centres undefined),0.96,2
CC(NC(=O)/C(=C\c1ccc2c(c1)c1ccccc1n2C)NC(=O)c1ccccc1)c1ccccc1 (centres undefined),1,7
O=C1/C(=C/c2ccc3c(c2)OCO3)SC(=NCc2ccccc2)N1Cc1ccccc1,1.1,5
CC(=O)c1ccc(N2CCN(C(=O)c3cccc(F)c3)CC2)c(F)c1,1,-2

Laid out differently: entries from further up
Results follow in this order: Cy5 interf NS3h, NS3h inh CB
- COc1ccccc1CN1CCN(Cc2ccc3ccccc3c2)CC1
  1, -3
- COc1ccc(CN2CCN(Cc3cccc([N+](=O)[O-])c3)CC2)c(OC)c1OC
  1, -5
- CC(NC(=O)/C(=C\c1ccc2c(c1)c1ccccc1n2C)NC(=O)c1ccccc1)c1ccccc1 (centres undefined)
  1, 7

From PubChem BioAssay
